Bioassay records as filed in PubChem BioAssay.
PPC-1+TRAIL kill = kills PPC-1 cancer cells in the presence of TRAIL; PPC-1 cells + TRAIL, ATPLite viability luminescence; cell killing (% activity), % at 4 µM; 220,000 tested, 0.41% active; AID 1443;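 active = cell killing above 50% in the first pass at 4 µM, then a duplicate retest at 5 µM averaging 50% or more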;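 note: plate controls were cells with TRAIL plus DMSO for no effect and medium-only wells lacking cells for full effect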
An asterisk follows results filed as active. Some of the compounds tested, so the mix of outcomes need not match the whole.

SMILES | PPC-1+TRAIL kill
O=c1cccc2n1CC1CC2CN(c2ncnc3c2cnn3-c2ccc(Cl)cc2)C1 (stereo not given) | 12
COC(=O)C1=C(N)OC(C)=C(C(C)=O)C12C(=O)N(C)c1ccccc12 (stereo not given) | 22
Cc1cc(OCC(=O)OC(C)(C)C)c2c3c(c(=O)oc2c1)CCC3 | 1
CCCCn1c(=O)c(C(=O)Nc2nc3ccccc3[nH]2)c(O)c2ccccc21 | 30
ClC1=CCC2CN(CCN3CCCCC3)CC2C1 (stereo not given) | 3

Gathered by group: the compounds so far containing four or more nitrogen atoms (2)
SMILES | PPC-1+TRAIL kill
O=c1cccc2n1CC1CC2CN(c2ncnc3c2cnn3-c2ccc(Cl)cc2)C1 (stereo not given) | 12
CCCCn1c(=O)c(C(=O)Nc2nc3ccccc3[nH]2)c(O)c2ccccc21 | 30
